CFTR F508del cor: CFTR F508del correction in bronchial cells; 0.36% of 350,000 active; CFBE cells, YFP halide quenching; stimulated with forskolin plus potentiator P3; % fluorescence drop versus neutral controls; activity (quench increase), % at 7.58 µM;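 active = mean added fluorescence quench of at least 8% versus neutral control, with both replicates also reaching 8%; inconclusive = only one of the mean or replicate conditions met; inactive = mean below 8% and not both replicates reaching 8%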;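 note: cells transiently co-express mutant CFTR-F508del with the halide-sensitive YFP; corrector assay measuring rescue of mutant channel to the surface after 24 h compound exposure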
RAD52 anneal inh: inhibitors of human RAD52 DNA annealing. inhibition, % at 18.7 µM. 0.46% of 360,000 active. recombinant RAD52 DNA annealing, FRET fluorescence. AID 651710;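 active = every replicate showing at least 50% inhibition; inconclusive = mean inhibition at least 50% but not in every replicate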
Target sequence (P43351 whole entry, looked up): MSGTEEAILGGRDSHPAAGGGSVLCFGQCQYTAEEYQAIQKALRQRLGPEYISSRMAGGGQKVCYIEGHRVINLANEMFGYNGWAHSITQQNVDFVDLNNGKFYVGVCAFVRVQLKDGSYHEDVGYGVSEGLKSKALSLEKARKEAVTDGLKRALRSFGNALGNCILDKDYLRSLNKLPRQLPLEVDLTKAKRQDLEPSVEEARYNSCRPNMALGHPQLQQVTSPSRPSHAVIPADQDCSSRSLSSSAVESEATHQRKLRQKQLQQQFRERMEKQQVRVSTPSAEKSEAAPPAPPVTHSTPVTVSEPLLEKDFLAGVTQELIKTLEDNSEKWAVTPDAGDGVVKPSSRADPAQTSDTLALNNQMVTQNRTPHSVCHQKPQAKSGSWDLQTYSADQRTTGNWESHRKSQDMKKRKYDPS
CASP6 VEID inh: blocks human caspase-6 cleavage activity; P55212; purified caspase-6, Z-VEID-R110 cleavage fluorescence; inhibition, % at 12.5 µM; 0.53% of 350,000 active; AID 686996;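 active = mean inhibition across replicates at least about 35%, with every replicate also reaching that limit, limit read from the data; inconclusive = only one of the two criteria met; inactive = neither criterion met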;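 note: 0% = median of neutral control wells and 100% = no fluorescence left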
DENV2 CPE: inhibitors of DENV2 cytopathic effect | CPE inhibition, % at 9.99 µM | AID 651640 | DENV2-infected cells, cytopathic effect rescue, plate reader | 1.7% of 350,000 active; in the data active = CPE inhibition above about 20%, passing the limit was not always enough; inconclusive = no clear call, values can overlap the other calls; tested in BHK-21 cells;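 note: 0% = median of neutral control wells and 100% = median of positive control wells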
RAD54 branch: inhibitors of human RAD54 branch migration. RAD54 Holliday junction branch migration, FAM/BHQ fluorescence. inhibition, % at 10.4 µM. 0.14% of 360,000 active. AID 602329;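 active = mean normalized replicate activity at least 40 and at least half of replicates scoring 40 or more; inconclusive = only one of the two criteria met; inactive = mean below 40 and under half of replicates reaching 40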;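 note: 0% = median of neutral control wells and 100% = median of positive control wells; inhibitors cause a drop in the FAM fluorescence signal; in these data hits start at about 50%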
INS-1E GSIS act: primary screen for activators of insulin secretion dependent on glucose, INS-1E cells, GLuc reporter luminescence. activation, % at 16.6 µM. AID 743287. 0.61% of 370,000 active. INS-1E GLuc reporter insulin secretion, 2-3 h;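 active = lowest replicate activation of at least 40%, so every replicate reaches that level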;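 note: 0% = median of neutral control wells and 100% = median of IBMX positive control wells; some compounds called inactive have numbers as strong as hits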
Xi reactivation: X-chromosome reactivation activator. XiGFP mouse fibroblasts, % GFP-positive cells imaging, 3 d; cells co-treated with 5-aza-dC sensitizer; scaled so ellipticine positive control = 100%. activation, % at 7.58 µM. 0.055% of 360,000 active. AID 743238;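 active = mean normalized replicate activation at least 10% and every replicate at or above 10%; inconclusive = only one of the two criteria met; inactive = mean below 10% and not all replicates reach 10%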;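 note: 0% = median of on-plate neutral control wells and 100% = ellipticine 6 µM median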
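material = 68-5-11 XiGFP fibroblast line | medium = DMEM plus 5-aza-dC sensitizer | schedule = 3 days compound exposure | benchmarks = positive control ellipticine, 6 µM final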
E-selectin induc: E-selectin induction on HUVECs | P16581 | HUVEC E-selectin immunofluorescence imaging; normalized: neutral wells 0, TNF-alpha wells 100 | activation, % at 7.58 µM | 0.37% of 260,000 active;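 active = mean E-selectin-positive cell signal at least 10% of the positive control, reached in at least 60% of replicates, without over 20% cell loss; inconclusive = no rule given, readout overlaps actives, possibly toxicity-flagged; inactive = the rest, including those meeting only one limit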;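 note: in these data hits start at about 27%; measured in HUVEC primary endothelial cells; signal is the percent of cells scored E-selectin positive by PE staining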
Target sequence (P16581 whole entry, looked up): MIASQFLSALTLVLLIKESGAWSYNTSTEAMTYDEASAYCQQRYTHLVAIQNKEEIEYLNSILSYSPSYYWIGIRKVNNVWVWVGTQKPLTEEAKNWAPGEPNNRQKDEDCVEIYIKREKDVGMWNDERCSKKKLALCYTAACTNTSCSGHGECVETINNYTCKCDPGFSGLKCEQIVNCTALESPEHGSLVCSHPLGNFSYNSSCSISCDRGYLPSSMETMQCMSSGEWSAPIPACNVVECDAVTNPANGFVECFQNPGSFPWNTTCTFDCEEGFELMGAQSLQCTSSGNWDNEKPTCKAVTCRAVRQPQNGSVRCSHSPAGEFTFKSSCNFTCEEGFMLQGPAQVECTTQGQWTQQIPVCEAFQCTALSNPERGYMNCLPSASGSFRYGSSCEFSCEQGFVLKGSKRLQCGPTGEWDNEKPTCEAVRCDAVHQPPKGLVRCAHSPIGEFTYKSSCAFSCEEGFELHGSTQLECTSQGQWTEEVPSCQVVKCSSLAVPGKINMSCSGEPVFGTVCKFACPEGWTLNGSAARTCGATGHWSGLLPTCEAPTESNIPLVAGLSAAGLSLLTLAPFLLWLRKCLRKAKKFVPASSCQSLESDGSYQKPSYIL
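System: HUVEC, human umbilical vein endothelial cells; quantity: 3,000 cells/well; buffer or medium: EGM-2 medium, gelatin-coated wells; dosing: single-point compound dose; detection: immunofluorescence imaging; evaluation: % PE-positive cells; benchmarks: TNF-alpha, DMSO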
* marks the source's active call; other numbers are inactive results; i = inactive; ? = inconclusive; nt = not tested or not shown; & = joins results of further samples.

Below each compound – CFTR F508del cor	DENV2 CPE	CASP6 VEID inh	RAD52 anneal inh	RAD54 branch	INS-1E GSIS act	E-selectin induc	Xi reactivation
- Cc1nnc(NC(=O)c2cccc(S(=O)(=O)N3CCCC3)c2)s1
    1.4	-14	-4	-17	6	28	nt	0.2
- CC(C)NC(=O)N1[C@@H](C#N)[C@H](c2ccc(C#CC3CCCCC3)cc2)[C@@H]1CO
    0.4	0	-1	8	-18	13	-0.4	0.0
- CCOc1ccc(N(CC(=O)NC(C)(C)C)C(=O)CCC(=O)Nc2nccs2)cc1
    1.0	8	0	8	-7	-3	-0.1	0.0
- NC(=S)Nc1cccc2[nH]ncc12
    -1.0	19	-1	-6	-5	3	1.5	0.0
- COc1ccc(-c2noc3c2-c2nc(C(C)C)sc2CC3)cc1
    1.6	nt	nt	nt	-2	6	0.2	0.4
- CCOC(=O)[C@]12CCCC=C1N(Cc1cccc3ccccc13)C(=O)[C@H](CC(=O)N1CCSCC1)C2
    0.2	-6	-1	-13	nt	-8	nt	-0.1
- Cc1cc(SCC(=O)Nc2ccc(O)cc2)n2ncc(-c3ccccc3)c2n1
    0.8	-1	-2	-8	0	-5	0.1	-0.4
- CCC(=O)Nc1ccccc1C(=O)C(=O)Nc1ccccc1
    1.4	7	2	-3	nt	-5	nt	0.2
- COc1ccccc1S(=O)(=O)N(C)C[C@H]1OCc2cnnn2CCCC(=O)N([C@@H](C)CO)C[C@H]1C
    1.6&0.1	2&-3	-5&3	-12&18	1&-7	4&7	0.0	0.3&0.1
- CC(C)=CCc1cc([C@@H]2COc3c(ccc4c3C=CC(C)(C)O4)C2)c(O)cc1O
    -1.8	?	-10	-3	20	nt	nt	nt
- CSc1nc2c(=O)[nH]cnc2s1
    2.1	-1	-1	-6	nt	3	-0.2	-0.1
- O=C(Nc1ccc(C(=O)NCCCN2CCN(c3ccc(F)cc3)CC2)cc1)C1=CSCCO1
    1.4	-1	0	0	1	nt	nt	0.3
- Cn1cc(CN2CCCC(CO)C2)c(-c2ccc(Oc3ccccc3)cc2)n1 (configuration not stated)
    -0.9	-9	-2	-8	-3	-7	0.2	0.3
- CC(C)(C)C(=O)C1=C(O)C(=O)N(Cc2ccccc2)C1c1ccccc1Cl (configuration not stated)
    1.4	?	0	-5	-12	nt	0.0	0.0
- COC(=O)c1ccccc1NC(=O)c1cc(-c2ccco2)on1
    0.2	-2	66*	-19	1	5	24	0.0
- Cc1ccc(S(=O)(=O)Nc2ccc3c(c2)CC(=O)N([C@H](C)CO)C[C@@H](C)[C@H](CN(C)C(=O)Nc2c(C)noc2C)O3)cc1
    -0.2	0	nt	-7	4	4	-0.3	-0.6
- Cc1cnc(C(=O)OCC(=O)c2ccc(C)s2)cn1
    -2.9	-2	3	-8	-9	5	6.4	0.1
- O=C1NC2=C(C(=O)CCC2)C(c2ccc([N+](=O)[O-])cc2)N1 (configuration not stated)
    -1.8	-2	nt	-13	6	-2	0.7	0.0
- C[C@H]1CCC[C@]2(CC(=O)c3cc(F)ccc3O2)C1
    4.2	-6	-3	-7	5	-12	0.1	-0.3
- Cc1cc(C(=O)CSc2n[nH]c(N)n2)c(C)n1-c1ccc2c(c1)OCO2
    nt	nt	nt	nt	2	3	0.1	0.1
- Cn1c(SCC(=O)Nc2nccs2)nnc1-c1ccccn1
    -0.2	-3	0	-14	-13	28	0.1	0.3
- COc1ccc(-c2cc(-c3ccccc3)c(C#N)c(=S)[nH]2)cc1
    -0.3	1	2	-14	nt	-5	-0.1	0.0
- C[C@@H]1CN([C@@H](C)CO)C(=O)c2c(c3ccccc3n2C)-c2ccccc2CO[C@H]1CN(C)Cc1ccc(O)cc1
    -2.1	4	-3	7	nt	-21	-0.4	-0.1
- CC(=O)n1cc([C@H]2C=C(C(=O)N3CCOCC3)O[C@@H](OCc3ccc(CO)cc3)C2)c2ccccc21
    0.6&0.4	-6	-1&0	-9&-47	-12&-8	-18	0.0	0.2
- Cc1ccc(-c2csc(N3CCN(S(=O)(=O)c4ccc5c(c4)NC(=O)CO5)CC3)n2)cc1
    2.9	12	-2	-13	-7	19	nt	0.3
- CC(=O)C(Sc1nnnn1-c1ccc(O)cc1)c1ccccc1 (configuration not stated)
    3.0	10	1	1	2	35	nt	-0.1
- CCCc1cc(=O)[nH]c(SCC(=O)N2N=C(c3ccc(Cl)cc3)CC2c2ccco2)n1 (configuration not stated)
    2.9	1	7	-54	nt	-24	nt	0.1
- CC(=O)NCCc1nc2cc(NC(=O)Nc3ccccc3)ccc2n1C
    -1.4	4	-3	-14	-18	-1	0.2	0.0
- NC(=O)C1CCN(c2cc(N3CCOCC3)ccc2[N+](=O)[O-])CC1
    -1.1	-2	17	5	-6	2	5.4	0.3
- FC(F)(F)Oc1ccccc1C(c1nnnn1Cc1ccccc1)N1CCN(C/C=C/c2ccccc2)CC1 (configuration not stated)
    -1.4	nt	-1	-25	7	-21	2.0	nt
- COc1ccc(C(O)c2ncc(C(F)(F)F)cc2Cl)cc1 (configuration not stated)
    -0.2	0	-3	2	4	26	-0.2	0.0
- O=C(Nc1ccccc1F)N[C@H]1CC[C@@H](CCNC(=O)C2CCCCC2)O[C@@H]1CO
    1.1	2	-2	8	-3	15	-0.1	0.6
- CCC(=O)N1[C@@H](CO)[C@@H](c2ccccc2)[C@@H]1CN(C(C)C)S(C)(=O)=O
    -3.7	6	nt	-22	0	14	-0.1	0.2
- COc1ccc(NC(=O)CSC(C)c2nc3ccccc3c(=O)[nH]2)cc1 (configuration not stated)
    -4.7	-7	-1	-1	-4	2	nt	0.2
- C[C@@H]1CN([C@@H](C)CO)C(=O)c2cc(NC(=O)c3ccncc3)ccc2O[C@@H]1CN(C)Cc1ccc(Cl)c(Cl)c1
    1.4	-5	0	5	-2	-18	0.2	-1.3
- COc1ccc(Cc2nc3ccc(C(=O)N4CCCC4)cc3o2)cc1
    0.3	-2	3	-8	-1	11	-0.4	0.3
- CCCCn1c(=S)[nH]c2c(=O)n(C)c(=O)n(C)c21
    2.6	1	-2	-9	-2	4	nt	0.0
- Cc1ccccc1C(=O)NC1CCN(CC(=O)N2CCCCC2C)CC1 (configuration not stated)
    1.7	-1	0	-18	1	22	nt	0.1
- Cc1ccc(S(=O)(=O)Nc2ccc3c(c2)nc(CCN2CCN(c4ccccn4)CC2)n3C)cc1
    0.7	?	3	-18	7	nt	nt	0.0
- CN(CC(=O)Nc1ccc(Cl)c(Cl)c1)CC(=O)Nc1ccc2c(c1)OCO2
    -2.4	-1	1	-14	13	nt	23	120*
- COCCNC(=O)C[C@H]1C[C@H]2c3cc(NC(=O)Nc4ccc(F)cc4)ccc3O[C@H]2[C@H](CO)O1
    -1.6	?	nt	nt	-4	4	0.0	-0.1
- O=C1c2ccncc2C(=O)N1c1cccc(Cl)c1
    -2.2	1	1	-4	nt	5	nt	0.1
- Cc1ccc(C(=O)c2c3ccc([N+](=O)[O-])cc3[n+]([O-])n2CCC(N)=O)cc1
    -0.6	-5	3	-13	1	nt	nt	0.1
- CC(NC(=O)C1CCN(S(=O)(=O)c2cc([N+](=O)[O-])ccc2Cl)CC1)c1ccccc1 (configuration not stated)
    -0.7	3	-2	-18	nt	-14	-0.3	0.2
- COc1ccc(CNC(=O)N2[C@H]3CC[C@@H]2C=C(c2ccc(F)cc2OCc2ccccc2)C3)cc1OC
    1.9	-7	1	-11	-1	-40	-0.2	0.0
- CN(C)C(=O)c1ccc(-c2ccc3c(c2)[C@@H]2[C@@H](CCN2S(=O)(=O)c2cn(C)cn2)[C@@H](CO)N3)cc1
    0.2	-2	1	-45	10	3	0.1	-0.1
- COC(=O)C1CCN(C(=O)COC(=O)c2ccc(N3CCCC3=O)cc2)CC1
    0.8	-9	-5	-4	-3	11	8.2	-0.1
- [N-]=[N+]=Nc1ccccc1C[C@]1(C(=O)N2CCOCC2)N=C(c2ccc(OCCCO)cc2)O[C@H]1c1ccccc1
    -0.7	-3	1	-28	-3	nt	nt	nt
- CCC(C)[C@H](NC(=O)N1CCCCC1)C(=O)OC (some centres not stated)
    -3.2	-5	-5	5	-5	nt	nt	0.0
- CCS(=O)(=O)Nc1ccc2c(c1)C(=O)N(C)[C@H]1CC[C@@H](CC(=O)Nc3ccccc3)O[C@H]1CO2
    -3.5	3	1	1	3	-1	0.0	0.0

Continued:
Below each compound – CFTR F508del cor	DENV2 CPE	CASP6 VEID inh	RAD52 anneal inh	RAD54 branch	INS-1E GSIS act	E-selectin induc	Xi reactivation
- C[C@@H]1CN([C@@H](C)CO)C(=O)c2cc(NC(=O)c3ccncc3)ccc2O[C@H]1CN(C)CC1CCCCC1
    -3.5	-7	-2	3	-9	7	-0.1	0.4
- COCC(=O)N1CC[C@H]2[C@@H]1c1cc(-c3ccc(OC)cc3)ccc1N(C)[C@H]2CO
    -1.3	11	-3	8	3	4	-0.5	0.1
- COc1ccc(NC(=O)N[C@@H]2CC[C@@H](CCNS(=O)(=O)c3cccc(Cl)c3)O[C@H]2CO)cc1
    1.0	1	-2	-2	2	12	-0.5	0.7
- O=C(C[C@@H]1C[C@@H]2c3cc(NS(=O)(=O)c4ccc(F)cc4)ccc3O[C@@H]2[C@@H](CO)O1)NCc1cccnc1
    3.3	15	2	-4	-15	-1	0.0	0.1
- Cc1cccc(OCCCCCN2CCOCC2)c1
    -5.9	2	-3	-3	1	2	nt	-0.1
- CC(=NNS(=O)(=O)c1ccc([N+](=O)[O-])cc1)c1ccc(C)cc1
    -2.5	-3	-1	-8	nt	5	-0.4	0.3
- COc1cc2c3nnc(-c4ccc(F)cc4)c-3cn(Cc3ccccc3)c2cc1OC
    -17	4	-1	i	-24	14	0.6	91*
- CCC1=Nc2cc(C(=O)NCCCN3CCN(C)CC3)ccc2Sc2ccccc21
    0.3	0	-71	39	-7	33	nt	0.2
- CC(C)CC#Cc1ccc([C@@H]2[C@H]3CN(C(=O)Cc4cccnc4)CC(=O)N3[C@H]2CO)cc1
    5.8	-10	-1	-6	nt	-9	-0.2	0.2
- O=S(=O)(CCN1CCN(c2ccccn2)CC1)c1ccc(F)cc1
    0.0	3	-2	-6	5	-2	-0.1	0.1
- C[C@H]1CN([C@@H](C)CO)S(=O)(=O)c2ccc(C#CC(C)(C)O)cc2O[C@@H]1CN(C)C
    2.1	?	0	-1	7	7	-0.8	-0.7
- COc1ccc(CCNC(=O)C(=O)c2c(C)[nH]c3ccccc23)cc1
    -0.5	-1	0	-8	-3	nt	nt	0.0
- O=C(C[n+]1cc(-c2ccc(Cl)cc2)n2c1CCC2)Nc1nc(-c2ccc(F)cc2)cs1
    -3.3	1	6	-1	nt	-2	nt	0.1
- COc1ccc(/C=N/NC(=O)C2C3CCCCC32)cc1OC (configuration not stated)
    -1.4	-3	-3	-12	nt	nt	nt	0.0
- O=C(O)CSCC(=O)Nc1ccccc1
    -0.4	0	-2	-10	-7	-7	nt	nt
- Cc1noc(C)c1S(=O)(=O)Nc1ccc2c(c1)C(=O)N([C@H](C)CO)C[C@@H](C)[C@H](CN(C)Cc1ccc(Cl)c(Cl)c1)O2
    2.1	-7	-2	8	-7	-8	nt	0.0
